HCV core inhibition: inhibitors of HCV core protein dimerization, confirmation, biochemical, TR-FRET, triplicate (AID 2152). TR-FRET GST-/Flag-core106 dimerization, HTRF; hits give high values. 2,300 tested, 1% active. inhibition, % at 5 µM. Hepatitis C virus core protein (core106 dimerization);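 active = mean inhibition over three replicate wells above the hit threshold derived in the earlier primary screen, cut at about 45% in these data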;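 also: 0% = DMSO wells and 100% = unlabelled core106 competitor control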
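Test system – GST- and Flag-tagged HCV core106 peptides, dimerization via antibody TR-FRET · Amount – 17 nM Flag- plus 13.5 nM GST-core106 · Schedule – 4 h incubation, 22.5 °C · Compound dosing – one 5 µM dose, 0.5% DMSO · Detection – TR-FRET, 340 nm excitation, 671/617 nm emission · Reagent – Eu(K)-anti-GST plus XL665-anti-FLAG antibodies · Read-out basis – percent inhibition from emission ratio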
* = called active by the depositor. This is a subset. The share of hits here may be higher or lower than overall.

#	SMILES	HCV core inhibition
1	N=c1c(S(=O)(=O)c2ccc(Cl)cc2)cc2c(=O)n3ccccc3nc2n1Cc1ccco1	7.4
2	O=C(COc1ccccc1Cl)c1ccc[nH]1	8.0
3	COC(=O)c1ccc(-c2ccc(/C=N/N3C(=O)C4C5C=CC(C6CC56)C4C3=O)o2)cc1 (centres undefined)	-1.7
4	Cn1ccnc1SCC(=O)c1cc2ccccc2o1	-3.1
5	O=C(COC(=O)C1CC2C=CC1C2)NCc1ccco1 (centres undefined)	3.9
6	CCOc1cccc(=O)c2c(C)n(CC(=O)c3ccccc3)c(C)c12	-0.3
7	COc1cccc(CN(C)C(=O)c2ccc3nccnc3c2)c1	-0.9
8	CCCCNC(=O)COC(=O)c1c2c(nc3ccccc13)/C(=C/c1cccs1)CC2	-6.6
9	COC(=O)c1ccc(C2C(C(=O)c3cc4ccccc4o3)=C(O)C(=O)N2c2cc(C)on2)cc1 (centres undefined)	3.9
10	COc1ccc(/C=C2\CN(Cc3ccccc3)C/C(=C\c3ccc(OC)cc3OC)C2=O)c(OC)c1	-2.0
11	Nc1c(C(=O)NCCN2CCOCC2)c2nc3ccccc3nc2n1-c1ccc2c(c1)OCO2	3.9
12	CCOc1ccc(/C=c2\sc3nc(-c4ccco4)nn3c2=O)cc1OCC	1.5
13	O=C(Nc1ccc(-c2csc(Nc3ccccc3)n2)cc1)c1cc([N+](=O)[O-])cc(C(F)(F)F)c1	-4.1
14	C=CCn1c(SCc2cc(=O)n3ccsc3n2)nnc1C1CCCCC1	5.2
15	Cc1cc(C)c2nc(N3CCCC3)c(C#N)cc2c1	-1.1
16	COc1ccc(C(=O)Nn2c(SCc3cccc([N+](=O)[O-])c3)nc3ccccc3c2=O)cc1	-3.2
17	Cc1nc2sc(C(c3ccco3)N3CCN(c4cccc(Cl)c4)CC3)c(O)n2n1 (centres undefined)	-6.5
18	O=C(/C=C/c1ccco1)NC(=S)Nc1cccc([N+](=O)[O-])c1	-2.4
19	O=C1c2ccccc2C(=O)N1CC(=O)N1c2ccccc2CCc2ccccc21	2.3
20	CCn1c(NN)nc2sc3c(c2c1=O)CCC3	4.6
21	CCCCC1=CC2=C(c3ccco3)C(=O)C(C)(OC(=O)c3ccc(OC)cc3)C(=O)C2=CN1C1CC1 (centres undefined)	4.1
22	CC[C@H](C)/C=C(C)/C=C/C1=CC2=CC(=O)[C@]3(C)OC(=O)[C@@H](C(C)=O)[C@@H]3C2=CO1	-0.2
23	O=C(Nc1ccccc1)C1Cc2ccccc2CN1C(=O)c1ccco1 (centres undefined)	2.5
24	Cc1cccc(C(=O)N[C@H](C(=O)OCc2cc(=O)n3c(n2)sc2ccccc23)C(C)C)c1	10.7
25	COc1ccc(C=O)cc1COc1ccc(F)cc1F	-6.1
26	CC(C)Cn1c(-c2ccco2)csc1=Nc1cccnc1	-1.8
27	O=C(CN1c2cccc3cccc(c23)S1(=O)=O)Nc1ccc(S(=O)(=O)N2CCOCC2)cc1	3.0
28	CC[C@@H](C)CN1C(=O)N[C@@H](c2ccccc2)C(C(C)=O)=C1C	5.1
29	Cc1ccc(Sc2ccc(NC(=O)c3ccc(S(C)(=O)=O)cc3Cl)cc2)cc1	2.9
30	CCOC(=O)c1cnc(-n2nc(C)cc2C)nc1NNc1nc(-c2ccccc2)cc(-c2ccccc2)n1	-2.7
31	O=C(CCCCCn1c(=S)[nH]c2cc3c(cc2c1=O)OCO3)NCCc1ccccc1	6.7
32	Cc1oc2c(cc(NS(=O)(=O)c3cccs3)c3ccccc32)c1C(=O)OC(C)C	-1.5
33	CCc1cccc2c1NC(=O)[C@]21[C@@H]2C(=O)N(Cc3ccccc3)C(=O)[C@@H]2[C@@H]2CCCN21	1.9
34	Cc1ccc2cc(C#N)c(N3CCCN(S(=O)(=O)c4ccccc4)CC3)nc2c1	9.0
35	CCOc1ccccc1NC(=O)Cc1cccs1	1.0
36	Cc1ccc(S(=O)(=O)N2Cc3ccccc3CC2C(=O)Nc2ccc3c(c2)OCO3)cc1 (centres undefined)	27.8

Laid out differently: results already given.
| No. | HCV core inhibition | structure |
| --- | --- | --- |
| 27 | 3.0 | O=C(CN1c2cccc3cccc(c23)S1(=O)=O)Nc1ccc(S(=O)(=O)N2CCOCC2)cc1 |
| 28 | 5.1 | CC[C@@H](C)CN1C(=O)N[C@@H](c2ccccc2)C(C(C)=O)=C1C |
| 29 | 2.9 | Cc1ccc(Sc2ccc(NC(=O)c3ccc(S(C)(=O)=O)cc3Cl)cc2)cc1 |
| 30 | -2.7 | CCOC(=O)c1cnc(-n2nc(C)cc2C)nc1NNc1nc(-c2ccccc2)cc(-c2ccccc2)n1 |
| 31 | 6.7 | O=C(CCCCCn1c(=S)[nH]c2cc3c(cc2c1=O)OCO3)NCCc1ccccc1 |

Next section.
#	SMILES	HCV core inhibition
37	CN(C)c1ccc(NC(=S)N(CCc2ccccc2)C2CC(=O)N(c3c(Cl)cccc3Cl)C2=O)cc1 (centres undefined)	-3.4
38	COc1ccccc1NC(=O)CCc1nc2sc3c(c2c(=O)[nH]1)CCCC3	14.3
39	COc1ccc2c(c1)[nH]c(=O)c1sc3ccccc3c12	-0.7
40	CCOC(=O)CN1C(=O)C(O)(c2c(C)[nH]c3ccccc23)c2ccccc21 (centres undefined)	0.7
41	Cc1ccccc1C(=O)Nc1nnc(CC(=O)N/N=C/c2cn(Cc3ccccc3)c3ccccc23)s1	9.1
42	Cc1ccc2sc(-c3ccc(NC(=O)c4cc(-n5cnnc5)ccc4Cl)cc3)nc2c1	-12.9
43	CC1(C)C(=O)Nc2ccccc2N1C(=O)CSc1nc(-c2ccccc2)cs1	1.9
44	NC(=O)c1c(NC(=O)CN2CCN(S(=O)(=O)c3ccccc3)CC2)sc2c1CCC2	21.1
45	COc1ccccc1Nc1nc(-c2sc(NC(=O)c3ccc([N+](=O)[O-])cc3)nc2C)cs1	-7.6
46	O=C1CCCC(O)=C1N=Nc1ccc2ncsc2c1	-1.1
47	COc1ccc(S(=O)(=O)N/N=C\c2ccc(OC)c(COc3ccc(C)cc3[N+](=O)[O-])c2)cc1	6.0
48	COc1ccc(N2CCN(C(=O)c3ccc4c(c3)NC(=O)C(CSCc3ccc(C)cc3)N4)CC2)cc1 (centres undefined)	27.0
49	Cn1c(SCC(=O)Nc2sccc2C#N)nnc1-c1ccccc1	-0.2
50	COc1ccc(C2C(C#N)=C(N)SC(N)=C2C#N)cc1OC	2.3
51	C/C=C\C=C/C(=O)Nc1cccc(C2=NOC3(C2)C[C@H](C(N)=O)N(C(=O)CC)C3)c1 (some centres undefined)	3.4
52	CCCCC1=CC2=C(c3ccco3)C(=O)C(C)(OC(=O)c3ccc(OC)cc3)C(=O)C2=CN1CC(C)C (centres undefined)	17.5
53	NC(=O)c1cc(-c2ccccc2)nc2ccc(Br)cc12	18.9
54	CCCCCCCNC1=CC(=O)CC(c2ccco2)C1 (centres undefined)	-7.7
55	CC1(C)C(=O)Nc2ccccc2N1C(=O)COc1ccc(S(=O)(=O)N2CCOCC2)cc1Cl	2.7
56	O=C(Nc1nc2c(s1)CCCC2)c1cc(-c2ccncc2)nc2ccccc12	2.3
57	CC(/C=N/n1c(-c2ccc(C)cc2)n[nH]c1=S)=C\c1ccco1	-1.3
58	CCc1cccc(NC(=O)Cn2ncn3c(cc4ccccc43)c2=O)c1	-0.1
59	Cc1ccc(N=C2NC(=O)/C(=C/C=C/c3ccco3)S2)cc1	1.7
60	Cc1cccc2cc(C(c3nnnn3Cc3ccc4c(c3)OCO4)N3CCCC3)c(=O)[nH]c12 (centres undefined)	-5.2
61	Cc1ccc(/C=C/C(=O)Nc2nnc(SCc3ccc(C#N)cc3)s2)o1	-3.9
62	Cc1[nH][nH]c(=O)c1C(c1c(C)[nH][nH]c1=O)c1cn(Cc2cccc3ccccc23)c2ccccc12	3.1
63	O=C(Cn1c(=O)n(Cc2ccco2)c(=O)c2c3c(sc21)CCCCC3)c1ccccc1	13.0
64	COc1ccc(/C=C/C(=O)Nc2cc(C)nn2-c2nc3ccccc3n2Cc2cccc([N+](=O)[O-])c2)cc1	-5.2
65	COc1ccc(CCn2c(C)ccc2C)cc1OC	-9.1
66	Cn1cc(/C=N/n2cnc3scc(-c4ccccc4)c3c2=O)c2ccccc21	1.9
67	CCOC(=O)C1Nc2ccc(C)cc2C2C=CCC12 (centres undefined)	-0.1
68	Cc1nnc(SCC(=O)Nc2sccc2C#N)n1Cc1ccccc1	1.1
69	COc1ccc(OC)c(N2Cc3cc(C)c(C)cc3C2)c1	2.4
70	O=C(NCc1ccco1)c1c2c(nc3ccccc13)CCC2	14.9
71	COc1ccc(Nc2nnc(SC(C(=O)Nc3cc(C)ccc3C)c3ccccc3)s2)cc1 (centres undefined)	-3.8
72	CCOC(=O)c1ccc(N2C(=O)C3C(C2=O)C(C(=O)c2ccc(Cl)cc2)N2CCCC32)cc1 (centres undefined)	18.7
73	COc1ccc(NC(=O)c2ccc(N3C(=O)C4CC=C(Cl)CC4C3=O)cc2)cc1 (centres undefined)	8.0
74	Nc1c(C(=O)O)sc2nc(-c3ccccc3)cc(-c3ccc(F)cc3)c12	1.1
75	COc1ccc(C2Nc3ccccc3C(=O)N2Cc2ccco2)cc1COc1ccccc1F (centres undefined)	-1.6
76	COc1ccc(/C=N/NC(=O)c2nc(Cl)c(Cl)c(N)c2Cl)cc1COc1ccccc1F	-2.1
77	CC1CCN(S(=O)(=O)c2ccc(NC(=O)Cc3cccs3)cc2)CC1	7.6
78	COc1ccc(-c2cc3ccccc3oc2=O)cc1NC(=O)c1ccc(Br)o1	-2.9
79	O=C(CN1CCN(S(=O)(=O)/C=C/c2ccccc2)CC1)NC(=O)NCc1ccco1	-0.4
80	O=C(Nc1ccc(Cl)c(Cl)c1)Nc1nnc(-c2ccncc2)s1	38.8
81	O=C(Cc1coc2cc3c(cc12)CCC3)OCc1cc(=O)n2c(n1)sc1ccccc12	16.7

Records 78 to 81, reprinted for reference:
#	SMILES	HCV core inhibition
78	COc1ccc(-c2cc3ccccc3oc2=O)cc1NC(=O)c1ccc(Br)o1	-2.9
79	O=C(CN1CCN(S(=O)(=O)/C=C/c2ccccc2)CC1)NC(=O)NCc1ccco1	-0.4
80	O=C(Nc1ccc(Cl)c(Cl)c1)Nc1nnc(-c2ccncc2)s1	38.8
81	O=C(Cc1coc2cc3c(cc12)CCC3)OCc1cc(=O)n2c(n1)sc1ccccc12	16.7
